Wnt act: activates Wnt/beta-catenin signaling in a reporter cell assay; activator, plate reader; activation, % at 9.35 µM; 300,000 tested, 1.2% active; in the data active means activation above about 30%, passing the limit was not always enough; inconclusive means no clear call, values can overlap the other calls;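 further: 0% = neutral control wells and 100% = positive control wells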
Tat transport: blocks Tat-dependent protein export in E. coli | 340,000 tested, 0.036% active | inhibition, % at 10 µM | E. coli MC4100 TorA-mCherry Tat export, fluorescence;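 active means mean replicate inhibition at least 50% and at least half of replicates individually reaching 50%; inconclusive means only one of the two criteria met; inactive means neither criterion met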;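 further: exported cargo escapes ClpAP degradation while cytoplasmic cargo is degraded and loses fluorescence; 0% = median of neutral control wells and 100% = median of NaSCN control wells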
Rtt109 Vps75: blocks Candida albicans Rtt109/Vps75 acetyltransferase activity. Q5AAJ8. purified Rtt109/Vps75, ThioGlo CoA-SH fluorescence, 4 h. inhibition, % at 34.9 µM. 330,000 tested, 0.16% active;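 active means inhibition of at least 50% in every replicate; inconclusive means best replicate reaches 50% inhibition but some replicates fall short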
Target sequence (Q5AAJ8 whole entry, looked up): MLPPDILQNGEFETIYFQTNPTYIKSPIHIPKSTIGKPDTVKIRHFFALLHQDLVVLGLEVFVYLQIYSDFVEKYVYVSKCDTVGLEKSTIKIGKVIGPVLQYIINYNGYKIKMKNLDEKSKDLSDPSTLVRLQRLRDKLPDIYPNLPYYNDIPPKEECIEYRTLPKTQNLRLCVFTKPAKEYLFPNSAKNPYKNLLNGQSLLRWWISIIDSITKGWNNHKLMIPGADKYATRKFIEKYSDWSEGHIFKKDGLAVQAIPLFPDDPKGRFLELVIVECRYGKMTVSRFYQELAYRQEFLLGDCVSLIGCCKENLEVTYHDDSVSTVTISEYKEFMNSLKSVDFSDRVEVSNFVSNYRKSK
DAGLB inhibitor: blocks human DAGLB lipase activity. inhibition, % at 5.17 µM. 340,000 tested, 0.059% active. HEK293T DAGLB membrane lysate, EnzChek fluorogenic substrate; in the data active means inhibition above about 34%;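 further: 0% = enzyme with vehicle and 100% = wells lacking enzyme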
Target sequence (Q8NCG7 whole entry, looked up): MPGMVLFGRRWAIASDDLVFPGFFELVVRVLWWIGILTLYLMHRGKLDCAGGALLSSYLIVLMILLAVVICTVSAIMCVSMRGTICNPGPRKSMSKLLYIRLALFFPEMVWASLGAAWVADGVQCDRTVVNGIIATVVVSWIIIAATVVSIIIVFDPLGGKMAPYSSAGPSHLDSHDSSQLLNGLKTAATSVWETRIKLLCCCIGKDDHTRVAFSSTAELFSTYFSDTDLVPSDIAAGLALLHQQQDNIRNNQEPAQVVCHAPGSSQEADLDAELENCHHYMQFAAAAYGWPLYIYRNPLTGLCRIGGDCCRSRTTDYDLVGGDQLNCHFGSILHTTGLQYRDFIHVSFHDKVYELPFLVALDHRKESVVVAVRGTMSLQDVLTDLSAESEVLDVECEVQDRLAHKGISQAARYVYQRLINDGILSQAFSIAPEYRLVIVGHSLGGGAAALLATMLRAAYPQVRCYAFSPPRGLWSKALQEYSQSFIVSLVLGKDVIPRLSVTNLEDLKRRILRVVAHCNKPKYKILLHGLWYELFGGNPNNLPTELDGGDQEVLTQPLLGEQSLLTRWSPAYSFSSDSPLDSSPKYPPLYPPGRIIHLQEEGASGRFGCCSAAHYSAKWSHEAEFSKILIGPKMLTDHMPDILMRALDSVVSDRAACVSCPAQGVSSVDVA
E coli growth: bacterial growth inhibition, counter-screen for AddAB inhibitors; E. coli V3065 growth, OD600 absorbance, 18 h; inhibition, % at 11.9 µM; 330,000 tested, 0.27% active;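 active means inhibition above the campaign's mean inhibition across all tested compounds plus 3 SD, cut at about 9.9% in these data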;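 further: uninfected addAB+ strain grown without phage in ampicillin broth; 0% = DMSO wells and 100% = ciprofloxacin 0.95 µg/ml wells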
CAL PDZ inh: inhibitors of human CAL PDZ peptide binding. Q9HD26. purified CAL PDZ, TMR-peptide fluorescence polarization, 1 h. inhibition, % at 20 µM. 330,000 tested, 0.02% active;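 active means highest replicate inhibition of at least 40%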;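 further: plate controls were DMSO neutral control wells for no effect and unlabeled competitor peptide control wells for full effect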
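Material: tagged CAL PDZ domain; buffer or medium: 25 mM sodium phosphate pH 7.4, 150 mM NaCl, TCEP, IgG, Thesit; compound dosing: single point, 20 µM; schedule: 1 h incubation at room temperature before polarization reading; measured by: FP readout, S and P plane fluorescence; read-out basis: percent inhibition from loss of millipolarization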
AddAB inh: less growth of phage-infected E. coli with AddAB. E. coli expressing H. pylori AddAB, absorbance growth. inhibition, % at 11.9 µM. AID 435030. 330,000 tested, 0.29% active; in the data active means inhibition above about 12%;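 further: 0% = vehicle wells of infected cells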
PfHsp90 yeast 2: growth inhibition of yeast expressing Plasmodium Hsp90; S. cerevisiae expressing PfHsp90, BacTiter-Glo ATP, 48 h; yeast lacking PDR1 and PDR3 efflux regulators; inhibition, % at 9.4 µM; 310,000 tested, 0.32% active;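 active means every replicate shows inhibition above about 80%, whatever the replicate mean, limit read from the data; inconclusive means mean inhibition reaches the set limit but some replicate falls short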;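 further: 0% = DMSO neutral controls and 100% = 20 µM radicicol positive controls; yeast relying on Plasmodium falciparum Hsp90 in place of its own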
phage Ecoli inh: E. coli growth loss with phage present | growth absorbance | inhibition, % at 11.9 µM | 360,000 tested, 0.26% active; in the data active means inhibition above about 11%
PvdQ acylase: P. aeruginosa PvdQ acylase inhibition. purified PvdQ acylase, fluorescence plate reader. inhibition, % at 10 µM. 340,000 tested, 0.063% active. AID 488965; in the data active means inhibition above about 30%, passing the limit was not always enough; inconclusive means no clear call, values can overlap the other calls;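 further: 0% = vehicle neutral wells and 100% = reference inhibitor wells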
The depositor's hits bear a star; ? = inconclusive; / = no result given. Compounds were not picked by outcome; about 1.9% have a hit in one of these screens.

SMILES | Wnt act | Tat transport | Rtt109 Vps75 | DAGLB inhibitor | E coli growth | CAL PDZ inh | AddAB inh | PfHsp90 yeast 2 | phage Ecoli inh | PvdQ acylase
COc1ccc(-c2csc(N(CCCN(C)C)C(=O)c3ccccc3Cl)n2)cc1 | -3 | 8 | -1 | 3 | -1.3 | / | 0.3 | -2 | -2.0 | -8
O=C(NCC1(N2CCCCC2)CCCCC1)c1ccc(NS(=O)(=O)c2ccccc2)cc1 | -2 | 2 | -3 | -2 | 1.6 | -0.4 | -1.0 | -6 | 5.8 | -6
COC(=O)c1c(C)[nH]c(C(=O)/C=C/c2cccc(Cl)c2)c1C | / | 4 | 3 | 1 | -0.9 | -1.4 | 1.4 | 0 | 2.6 | -12
COc1ccc(OCC(=O)N2CCN(C(=O)c3cccc4ccccc34)CC2)cc1 | / | 1 | -3 | 1 | 0.4 | -1.1 | 0.1 | / | 1.2 | -5
O=S(=O)(Nc1ccc(S(=O)(=O)Nc2ncccn2)cc1)c1ccc(Cl)cc1 | 1 | -6 | 4 | 4 | -1.1 | -2.7 | 3.9 | -64 | 4.5 | -11
CCc1cc(=O)oc2c(C)c(OC(C)C(=O)N3CC[C@@]4(O)CCCC[C@H]4C3)ccc12 (some centres not stated) | -1 | -8 | -6 | -1 | 1.7 | 0.4 | 0.7 | -10 | 0.0 | 7
COc1cc(NC(=O)COC(=O)/C=C/c2c(C)nn(-c3ccc(F)cc3)c2Cl)cc(OC)c1 | -16 | 0 | -12 | -12 | -2.0 | -2.7 | 0.5 | -6 | 2.7 | -10
CC1(c2nnc(Cc3ccccc3)o2)CC(c2ccccc2[N+](=O)[O-])=NO1 (configuration not stated) | / | 2 | 10 | -4 | 1.4 | -0.5 | 0.8 | 108* | / | 7
CCn1c2ccccc2c2cc(CN3CCN(S(C)(=O)=O)CC3)ccc21 | -4 | 7 | 3 | 3 | 0.7 | -1.8 | 2.3 | 11 | 2.6 | -5
CCc1ccc(CN2CCN(C(=O)c3cccc(OC)c3OC)CC2)cc1 | -9 | 3 | 5 | -1 | -1.9 | / | -0.9 | -7 | 0.9 | -14
CCC(OC(=O)CCc1nc2ccccc2[nH]c1=O)C(=O)c1ccccc1 (configuration not stated) | / | -1 | 8 | -1 | -0.7 | -0.9 | -0.3 | / | 0.6 | 2
CCOc1cc(C2NC(=O)c3ccccc3O2)ccc1OC (configuration not stated) | 10 | 8 | -9 | 0 | -1.0 | -1.3 | 4.1 | -16 | 1.5 | -11
CCOc1ccc(CCNC(=O)c2cc([N+](=O)[O-])ccc2N2CCOCC2)cc1OCC | -1 | 16 | -9 | 1 | 3.4 | -0.1 | -1.6 | -2 | -1.3 | -8
COc1cccc([C@@H]2CC=C(C(=O)O)CN2S(=O)(=O)c2ccc(C)cc2)c1 | 2 | 0 | -2 | 2 | -2.5 | -0.1 | -4.0 | -4 | 4.1 | -4
CC1(C)CC(=O)C2=C(C1)Oc1ncn(CCO)c(=N)c1C2c1ccccc1 (configuration not stated) | -1 | -2 | -11 | -3 | -0.3 | -1.4 | -4.2 | 7 | 1.9 | -11
CCCCNC(=O)c1ccccc1NS(=O)(=O)c1ccc2c(c1)OCCO2 | -1 | 14 | 6 | -2 | 0.5 | -0.7 | 1.1 | / | 2.7 | 6
COc1ccc(N2CCN(S(=O)(=O)c3ccc(OC)cc3)CC2)cc1 | -1 | 2 | 20 | -5 | 0.0 | -2.1 | 3.2 | 11 | -0.9 | -13
O=C(c1cc2ccccc2o1)N1CCN(S(=O)(=O)c2ccc(Cl)s2)CC1 | 1 | -1 | -15 | 0 | -1.2 | -1.7 | 1.8 | 11 | 2.1 | -13
CCNc1ccc(C(=O)OC(C(=O)NC(N)=O)C(C)C)cc1[N+](=O)[O-] (configuration not stated) | -1 | 9 | -4 | 1 | -3.2 | -2.3 | -0.9 | / | 2.9 | -14
O=[N+]([O-])c1ccc(CN2CCN(c3ncccn3)CC2)cc1 | -1 | 0 | 3 | -12 | -2.1 | 0.2 | -0.2 | 5 | 1.3 | -8
Cc1ccsc1C(C(=O)NC1CCCCC1)N(C(=O)c1csnn1)C1CC1 (configuration not stated) | / | 0 | / | 1 | 1.0 | -2.6 | 1.4 | / | 4.3 | -13
Cc1c(Cl)cccc1NC(=O)COC(=O)c1ccc(CN2CCCC2=O)cc1 | 0 | 13 | 4 | -4 | 0.2 | -2.4 | -0.3 | -38 | 2.6 | -10
CCCOc1ccc2c3c(c(=O)oc2c1OCCC)CCCC3 | / | 16 | -8 | -19 | -0.9 | 0.5 | 3.3 | 21 | -0.2 | -10
Cc1ccnc(NS(=O)(=O)c2ccc(NC(=O)CCS(=O)(=O)c3ccccc3)cc2)n1 | -3 | 24 | -5 | -2 | -0.2 | -3.6 | 3.1 | / | 4.6 | -16
O=C(O)c1cccc(NC(=S)NC(NC(=O)c2cccc([N+](=O)[O-])c2)C(Cl)(Cl)Cl)c1 (configuration not stated) | 6 | -7 | -44 | 4 | -4.5 | -4.1 | -2.5 | 1 | -0.5 | -13

Reprinted from the results shown for reference:
SMILES | Wnt act | Tat transport | Rtt109 Vps75 | DAGLB inhibitor | E coli growth | CAL PDZ inh | AddAB inh | PfHsp90 yeast 2 | phage Ecoli inh | PvdQ acylase
CCCCNC(=O)c1ccccc1NS(=O)(=O)c1ccc2c(c1)OCCO2 | -1 | 14 | 6 | -2 | 0.5 | -0.7 | 1.1 | / | 2.7 | 6
COc1ccc(N2CCN(S(=O)(=O)c3ccc(OC)cc3)CC2)cc1 | -1 | 2 | 20 | -5 | 0.0 | -2.1 | 3.2 | 11 | -0.9 | -13
O=C(c1cc2ccccc2o1)N1CCN(S(=O)(=O)c2ccc(Cl)s2)CC1 | 1 | -1 | -15 | 0 | -1.2 | -1.7 | 1.8 | 11 | 2.1 | -13
CCNc1ccc(C(=O)OC(C(=O)NC(N)=O)C(C)C)cc1[N+](=O)[O-] (configuration not stated) | -1 | 9 | -4 | 1 | -3.2 | -2.3 | -0.9 | / | 2.9 | -14
O=[N+]([O-])c1ccc(CN2CCN(c3ncccn3)CC2)cc1 | -1 | 0 | 3 | -12 | -2.1 | 0.2 | -0.2 | 5 | 1.3 | -8

Carrying on.
SMILES | Wnt act | Tat transport | Rtt109 Vps75 | DAGLB inhibitor | E coli growth | CAL PDZ inh | AddAB inh | PfHsp90 yeast 2 | phage Ecoli inh | PvdQ acylase
C=CCN1C(=O)NC2(O)C(=O)c3ccccc3C12O (configuration not stated) | 14 | -6 | -3 | 0 | 2.4 | / | 4.1 | / | 1.5 | -11
CC(=C/c1ccco1)/C=N/NC(=O)Cc1cccn1C | / | -9 | 3 | 0 | 0.7 | -2.0 | 2.9 | -6 | 6.0 | 6
CCOc1cc(-n2ncc(C#N)c2N)nc(SC)n1 | -1 | 1 | 0 | 0 | -2.6 | -0.4 | -3.0 | / | 2.0 | -17
Cc1ccc(S(=O)(=O)N(C)C)cc1NC(=O)c1cc(S(=O)(=O)N2CCCCC2)ccc1N1CCOCC1 | -3 | 1 | -2 | -1 | / | -0.8 | / | / | 2.9 | -6
CCOC(=O)c1ccc(N2C(=O)C(O)=C(C(C)=O)C2c2ccccn2)cc1 (configuration not stated) | / | -4 | -2 | 2 | -2.5 | -0.6 | 6.0 | 8 | 3.2 | 4
COc1ccc(N(C(=O)/C=C/c2ccc(OC)c(OC)c2)C2=CC3CCC(C2)N3C)cc1 (configuration not stated) | -6 | 4 | -17 | -1 | 4.0 | -3.0 | 3.3 | -11 | 5.5 | -8
Cn1c2ccccc2c(=O)c2ccc(C#Cc3ccccn3)cc21 | -1 | / | / | / | 1.2 | / | 2.3 | / | 1.5 | /
Cn1c(=O)[nH]c(=O)c2c1nc(N1CCCCC1)n2CCSc1nc2ccccc2o1 | -3 | 1 | -7 | 0 | 0.9 | -0.6 | -1.3 | 21 | 1.3 | -2
CCOC(=O)C1=C(C)N(CC(C)C)C(=O)C1 | -2 | -2 | 0 | -1 | 0.4 | -2.5 | -1.5 | -3 | 2.7 | -9
S=c1[nH]nc(-c2ccccn2)n1/N=C/c1cccc2ccccc12 | -2 | 5 | 7 | -2 | 2.1 | -1.8 | 0.0 | 7 | 2.4 | 9
COc1ccc(C2=CSC3=NCCN23)cc1 | 0 | -5 | / | -3 | 2.1 | 0.0 | 1.6 | 0 | 1.0 | -52
CC(C)c1ccc(C(=O)Nc2cccnc2)cc1 | 13 | 1 | 22 | -3 | -2.3 | -2.4 | 2.9 | 0 | 7.3 | 5
COc1ccc(OCC(=O)NNC(=O)c2c(-c3ccccc3Cl)noc2C)cc1 | 0 | 2 | -1 | 1 | 1.5 | 0.2 | -1.5 | 2 | 2.6 | -2
Cc1ccc(SCCCCN2C(=O)NC(C)(C)C2=O)cc1 | -1 | -5 | 5 | 0 | 1.2 | -0.2 | 1.4 | 8 | 1.9 | -9
CCn1nc(C)c(NC(=O)CSc2nnc(-c3ccco3)n2C)c1C | / | ? | -6 | 4 | -1.1 | -0.3 | 1.6 | 4 | -0.5 | 7
CCOc1ccc(N(CC(=O)NCc2ccc(F)cc2)C(=O)c2snc(C(N)=O)c2N)cc1 | 5 | -2 | -27 | 2 | -1.9 | -4.2 | -0.2 | 18 | 2.3 | -15
CC(OC(=O)CN1C(=O)NC2(CCCC2)C1=O)c1ccc(F)cc1 (configuration not stated) | 4 | 1 | 0 | 0 | 1.5 | 0.0 | -0.2 | 0 | 2.0 | 7
CC(=O)c1ccccc1OCCOc1ccccc1C(C)=O | 0 | -4 | 2 | -4 | 2.0 | -0.2 | -0.2 | -8 | -0.2 | 4
Cc1nc2ccc(C(=O)OCc3nnc(-c4ccccc4)o3)cc2nc1C | 0 | -5 | 2 | -3 | / | -3.0 | / | -22 | 1.4 | -4
CCCCn1c(SCc2nnc(-c3ccccc3)o2)nc2c1c(=O)n(C)c(=O)n2C | / | 3 | 9 | 0 | -0.4 | -2.0 | -1.1 | -6 | 0.2 | 0
O=C(CN1CCN(c2ccccc2)CC1)c1c[nH]c2ccccc12 | 2 | 11 | -1 | 1 | 1.1 | 0.7 | -1.4 | 26 | 2.5 | -2
COc1ccc(NC(=O)CNC(=O)Cc2ccccc2)cc1 | 0 | 2 | -2 | -1 | 0.3 | 0.6 | -1.1 | -7 | -0.3 | 2
CN(C(=O)CCS(=O)(=O)c1cc2c(cc1Cl)NC(=O)CO2)C1CCCCC1 | 2 | 2 | 0 | 0 | -1.0 | -1.8 | -3.7 | 36 | 1.8 | -6
CC(=O)Nc1cccc(C(=O)OCC(=O)NC(C)c2ccc(F)cc2)c1 (configuration not stated) | -1 | -10 | -3 | -1 | 3.3 | -0.2 | 1.5 | 2 | 2.1 | -9
COc1cccc(NC(=O)Cc2nnc(SCC(=O)c3ccccc3)n2C)c1 | / | 10 | -4 | -2 | / | -0.6 | / | 4 | 2.2 | -1
CCN(CC(=O)Nc1ccccc1C(F)(F)F)C(=O)Cc1sc(C)nc1-c1ccc(F)cc1 | -2 | -10 | / | -2 | -1.3 | -1.2 | 0.8 | 12 | 5.8 | 10
CCCc1ccc(NC(=O)C2CCCN(c3cnccn3)C2)cc1 (configuration not stated) | 1 | 6 | -2 | 1 | 3.4 | -3.3 | 5.2 | 32 | 1.6 | 2
CC1Oc2cc3oc4c(O)c(O)ccc4c(=O)c3c(O)c2C1(C)C (configuration not stated) | / | 8 | 8 | 25 | -2.7 | -0.5 | 6.4 | 104* | / | -14
O=C(NCc1cccc(C(F)(F)F)c1)C1CC(c2ccccc2C(F)(F)F)=NO1 (configuration not stated) | -4 | 1 | 7 | -2 | 0.3 | -1.8 | 4.8 | 4 | 3.0 | -10
